Bioassay records (PubChem BioAssay)
PolyA inh – polyadenylation inhibitors in yeast reporter cells, primary screen, luminescence, S. cerevisiae; S. cerevisiae SKY197-pL101 polyadenylation reporter, beta-gal luminescence; efflux-impaired pdr1/pdr3 knockout yeast; score 100 = 6 SD above DMSO; actives 0.02% (n = 300,000); calls only at 12 µM; AID 1875, 2009;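 active = lowest replicate activity score at least 50, where 100 means six control SD above control mean; inconclusive = lowest score under 50 but half or more replicates reach 50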;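 also: yeast exposed to compound for 9 h at 30 °C; higher score means more reporter readthrough which indicates perturbed polyadenylation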
KCNK3 inh – human KCNK3 channel inhibitors, primary screen, CHO cells, FluxOR thallium flux, B-score | actives 0.84% (n = 340,000) | FluxOR fluorescence; hits give low values | B-score at 10 µM | Potassium channel subfamily K member 3 (Homo sapiens), O14649 | AID 602410, 2012;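 active = B-score under library mean minus 4 SD, starting fluorescence ratio at most library mean plus 5 SD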;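 also: more negative B-score means stronger inhibition of thallium flux through KCNK3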
KCNQ1 pot – potentiators or activators of KCNQ1 channel, primary screen, cell-based, thallium flux, high-throughput; actives 0.35% (n = 310,000); CHO-K1 KCNQ1, thallium flux FluxOR fluorescence; hits give high values; Potassium voltage-gated channel subfamily KQT member 1 (Homo sapiens), P51787; B-score at 10 µM; AID 2648, 2010;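 active = fluorescence ratio B-score, a plate-corrected score, at least three library SD, with initial intensity B-score within 5 SD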
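assay system = CHO-K1 cells stably expressing KCNQ1 | medium = assay buffer, equal DMSO in all wells | timing = 37 °C overnight plating, 90-min dark dye load, 20-min compound pretreatment | measured by = kinetic FluxOR thallium fluorescence, 10-s 1-Hz baseline, 110-s post-stimulus read | measure = fluorescence change relative to baseline, converted to B score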
KCNQ1 inh – inhibitors of human KCNQ1 channel, primary screen, cell-based, thallium flux, high-throughput; Potassium voltage-gated channel subfamily KQT member 1 (Homo sapiens), P51787; CHO-K1 KCNQ1, FluxOR thallium flux fluorescence; hits give high values; B-score at 10 µM; actives 1.3% (n = 310,000);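 active = compounds whose thallium flux B-score, printed positive for inhibition, exceeds three library SD while starting fluorescence stays within three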;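 also: channel opened by potassium depolarization with thallium stimulus after 20 min compound exposure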
GSK3beta inhib – human GSK3beta kinase inhibitors, primary screen, biochemical, cell-free homogeneous, HTS; Glycogen synthase kinase-3 beta (Homo sapiens), P49841; GST-GSK3beta kinase, ADP-Glo luminescence, 60 min; hits give low values; activity score (negative = inhibition), % at 10 µM; actives 0.038% (n = 300,000);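 active = more than half of replicate wells score below -50%, meaning over 50% inhibition versus plate controls; inconclusive = some replicates but at most half score below -50%; inactive = no replicate scores below -50%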;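 also: 0% = median DMSO wells and -100% = median GW8510 positive control wells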
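Assay system: GST-fused GSK3beta enzyme, cell-free / Medium: Tris pH 7.5 buffer with MgCl2, DTT, BSA, heparin / Also added: peptide substrate plus 25 µM ATP (final) / Compound: 10 µM single point / Timing: kinase reaction with compound 60 min at room temperature / Detection: ADP-Glo luminescence / Benchmarks: DMSO neutral wells and GW8510 at 20 µM as positive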
RGS4 act – RGS4 potentiators or activators, primary screen, cell-based, HEK293 M3R inducible RGS4, calcium flux. B-score at 10 µM. carbachol calcium flux Fluo4; hits give low values. actives 0.92% (n = 310,000);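 active = B-score of the integrated calcium signal more than 4 SD below the library mean, with starting fluorescence not abnormally high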;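 also: negative B-score means reduced calcium response which marks RGS4 activation or potentiation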
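Test system: HEK293 cells with stable M3R and inducible RGS4; also added: carbachol at ECmax as muscarinic agonist stimulus; schedule: dye loading 30 min 37 °C, buffer rest 30 min RT; technique: kinetic calcium fluorescence imaging with Fluo4-AM dye, 2 µM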
KCNK9 block – KCNK9 potassium channel inhibitors, primary screen, HEK293 cells, thallium flux | B-score at 10 µM | Potassium channel subfamily K member 9 (Homo sapiens), Q9NPC2 | actives 1.2% (n = 310,000) | FluxOR thallium flux fluorescence; hits give low values;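 active = ratio B-score over 3 SD below the library mean, with starting fluorescence within 5 SD of its mean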;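 also: negative B-score means less thallium flux so channel inhibition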
hERG protect – hERG rescue from dofetilide block, primary screen, cell-based, CHO-hERG, FluxOR thallium flux, dofetilide IC70; activation (rescue from dofetilide block), less the hit threshold, % at 10 µM; actives 0.51% (n = 310,000); dofetilide IC70 present; AID 1511, 2009; Voltage-gated inwardly rectifying potassium channel KCNH2 (Homo sapiens), Q12809;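 active = activation above the mean of controls blocked by dofetilide plus 5 SD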;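 also: thallium influx through hERG after potassium depolarization seen as dye fluorescence rise; in these data hits start at about 4.7%; inactives centre near -7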
Target sequence (Q12809 whole entry, looked up): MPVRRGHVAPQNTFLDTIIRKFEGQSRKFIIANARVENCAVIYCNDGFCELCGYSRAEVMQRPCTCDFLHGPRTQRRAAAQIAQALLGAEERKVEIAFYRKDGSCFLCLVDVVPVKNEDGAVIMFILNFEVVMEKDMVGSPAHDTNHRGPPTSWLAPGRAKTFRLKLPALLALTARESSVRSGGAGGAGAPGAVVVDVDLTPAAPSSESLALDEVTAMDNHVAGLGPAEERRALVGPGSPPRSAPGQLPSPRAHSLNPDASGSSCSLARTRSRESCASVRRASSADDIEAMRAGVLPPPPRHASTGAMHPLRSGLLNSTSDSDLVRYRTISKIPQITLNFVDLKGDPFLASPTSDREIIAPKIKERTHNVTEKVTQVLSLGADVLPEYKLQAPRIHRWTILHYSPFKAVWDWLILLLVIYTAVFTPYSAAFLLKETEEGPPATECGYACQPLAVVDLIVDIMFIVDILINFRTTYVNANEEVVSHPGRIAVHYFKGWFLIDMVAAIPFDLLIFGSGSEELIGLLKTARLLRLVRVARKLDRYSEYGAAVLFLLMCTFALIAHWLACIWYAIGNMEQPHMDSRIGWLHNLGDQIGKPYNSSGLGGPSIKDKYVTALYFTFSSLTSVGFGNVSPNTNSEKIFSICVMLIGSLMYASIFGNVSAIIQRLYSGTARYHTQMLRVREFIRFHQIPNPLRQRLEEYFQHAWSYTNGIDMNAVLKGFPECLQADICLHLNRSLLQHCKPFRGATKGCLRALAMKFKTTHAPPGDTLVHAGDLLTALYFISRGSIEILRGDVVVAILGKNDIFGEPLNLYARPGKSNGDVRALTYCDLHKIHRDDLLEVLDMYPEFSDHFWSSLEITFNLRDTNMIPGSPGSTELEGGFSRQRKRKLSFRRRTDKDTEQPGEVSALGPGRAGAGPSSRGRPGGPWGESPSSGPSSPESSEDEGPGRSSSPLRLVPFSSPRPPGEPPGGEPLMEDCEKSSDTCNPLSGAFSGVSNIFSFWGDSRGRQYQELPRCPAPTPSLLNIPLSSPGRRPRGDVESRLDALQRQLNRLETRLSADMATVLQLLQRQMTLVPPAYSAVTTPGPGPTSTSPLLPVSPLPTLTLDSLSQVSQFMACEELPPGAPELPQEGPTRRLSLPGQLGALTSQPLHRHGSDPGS
GSK3A inh – blockers of GSK3A enzyme activity – biochemical, luminescence, cell-free homogeneous, HTS, primary screen; GSK-3 alpha kinase, ADP-Glo luminescence, 60 min; inhibition, % at 10 µM; actives 0.1% (n = 320,000);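 in the data active = inhibition above about 50%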;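 also: GST-tagged GSK-3 alpha with peptide substrate and 25 µM ATP; 0% = DMSO neutral wells and 100% = GW8510 positive control wells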
DYRK1A inh – rat Dyrk1A kinase inhibitors, primary screen, biochemical, single point, plate reader; Dual specificity tyrosine-phosphorylation-regulated kinase 1A (Rattus norvegicus), Q63470; ADP-Glo luminescence, NFATc1 peptide; inhibition, % at 12.5 µM; actives 0.43% (n = 310,000); in the data active = inhibition above about 50%;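 also: plate controls were vehicle with enzyme for no effect and no enzyme for full effect; many of its hits are not listed in these tables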
HDAC3 inhib – HDAC3 deacetylase inhibitors, primary screen, biochemical, fluorescence, cell-free homogeneous. Histone deacetylase 3 (Homo sapiens), O15379. recombinant HDAC3, fluorogenic peptide/trypsin coupled. inhibition, % at 8.3 µM. actives 0.15% (n = 320,000). AID 2718, 2010; in the data active = inhibition above about 26%, passing the limit was not always enough; inconclusive = no clear call, values can overlap the other calls
The depositor's hits bear a star; i = inactive; ? = inconclusive; · = no result given.

Screens in order – GSK3A inh, GSK3beta inhib, RGS4 act, hERG protect, KCNK3 inh, DYRK1A inh, KCNK9 block, PolyA inh, KCNQ1 pot, KCNQ1 inh, HDAC3 inhib
> C=CCN1C(=O)N(c2ccccc2)C(=O)C1CC(=O)Nc1ccc(OC)cc1 (configuration not stated)
 : -0.5, 2.6, i, -1.4, i, 0.7, i, i, i, i, -2.9
> COc1ccc(/C=C/c2c([N+](=O)[O-])c(=O)n(C)c(=O)n2C)c(OC)c1OC
 : 0.0, 2.8, i, -6.5, i, 0.9, i, i, i, i, 5.5
> Cn1c(NCc2ccc(Cl)cc2)nc2ccccc21
 : 0.5, 1.5, i, -9.4, i, 1.0, i, i, i, i, 1.0
> COC(=O)C1C2C=CC3(CN(C4CCCC4)C(=O)C13)O2 (configuration not stated)
 : -1.7, -5.0, i, -8.7, i, 5.2, i, i, i, i, -2.0
> COc1cc2c(cc1OC)C(C)N(C(=O)c1nccnc1C(=O)O)CC2 (configuration not stated)
 : 4.5, 7.0, i, -4.8, i, ·, i, i, i, i, -1.5
> CCOC(=O)C1=C(C)N2C(=C(C#N)[C@@H]1c1ccc(C(=O)OC)cc1)SC[C@@]2(O)C(C)(C)C
 : 0.1, -2.8, -9.09*, -19.8, i, -2.0, i, i, i, 6*, 15.9
> CC1=Nc2ccccc2/C1=C/c1c(N)n2c(S(=O)(=O)CC(C)C)nsc2nc1=O
 : ·, -0.6, i, -1.7, i, 1.8, i, i, i, i, ·
> CC1=CC(C)C(C(=O)O)C(C(=O)O)C1 (configuration not stated)
 : -2.0, -1.5, i, -6.1, i, 0.9, i, i, i, i, 1.3
> CCOC(=O)c1c(NC(=O)CSc2nc3ccccc3[nH]2)sc2c1CC(C)(C)NC2(C)C
 : -0.6, 1.8, i, -14.6, i, -1.7, i, i, i, i, 6.6
> CC12CC3CC(C)(C1)CC(C(=O)NC1=NCCS1)(C3)C2
 : -0.9, 0.3, i, -5.3, i, -4.2, i, i, i, i, -3.3
> CN(C)S(=O)(=O)c1cccc(NC(=O)COC(=O)CNC(=O)c2ccccc2F)c1
 : -2.6, 0.9, i, -10.8, i, -8.8, i, i, i, i, -2.1
> COC(=O)c1scc(S(C)(=O)=O)c1-n1cccc1
 : 1.3, -5.7, i, -6.1, i, ·, i, i, i, i, -2.0
> CC1(C)CC(NS(=O)(=O)c2ccccc2)CC(C)(C)N1
 : -0.4, 0.0, i, -6.4, i, 3.4, i, i, i, i, 0.6
> Cc1noc(/C=C/N(C)C)c1S(=O)(=O)N(C)Cc1ccc(F)cc1
 : -2.7, -0.1, i, -8.5, i, -4.8, i, i, i, i, 16.4
> Cc1nn(-c2ccccc2)c(C)c1N
 : -0.1, 2.0, i, -7.0, i, -2.7, i, i, i, i, 5.0
> COc1ccc(C(=O)Nc2ccc(S(=O)(=O)N3CCN(C)CC3)cc2)cc1[N+](=O)[O-]
 : 1.6, 3.8, i, -7.7, i, -3.8, i, i, i, i, 2.1
> Cc1noc(C)c1S(=O)(=O)N(CC(=O)NCc1ccc(F)cc1)c1ccc(C(C)C)cc1
 : -1.2, 1.5, i, -8.0, i, -13.6, i, i, i, i, -7.0
> COc1ccccc1N1CC(C(=O)Nc2nnc(SCC(=O)NC(C)C)s2)CC1=O (configuration not stated)
 : 1.0, -2.2, i, -6.3, i, -4.8, i, i, i, i, -3.3
> CCn1c(C(C)NC(=O)c2cccs2)n[nH]c1=S (configuration not stated)
 : 1.1, -1.6, i, -4.3, i, 10.9, i, i, i, i, 1.9
> CCOC(=O)N1CCC(=NNC(=O)COc2ccc(C#N)cc2)CC1
 : -1.1, 0.2, i, -6.9, i, 9.6, i, i, i, i, -4.6
> CCOc1ccc(S(=O)(=O)Nc2cccc(OC)c2)cc1
 : -2.3, -2.4, i, -16.1, i, 1.2, i, i, i, i, 9.4
> O=C(Nc1ccc(S(=O)(=O)NCc2ccccc2)cc1)C1CCCCC1
 : 1.4, -5.6, i, -8.6, i, 4.4, i, i, i, i, -0.8
> CN(C)S(=O)(=O)N1CCN(S(=O)(=O)N(C)C)CC1
 : -5.0, -1.9, i, 1.8, i, -6.7, i, i, i, i, 0.4
> O=C(NCCN1C(=O)C2C3C=CC(C3)C2C1=O)N1CCCCC1 (configuration not stated)
 : 7.0, 2.7, i, -2.2, i, -1.2, i, i, i, i, -1.4
> Nc1nc2nc(-c3ccccc3)cc(C(F)(F)F)c2s1
 : 0.7, ·, i, -3.4, i, 4.6, i, i, i, i, 8.1
> COC(=O)[C@@H](c1ccccc1)N(C)S(=O)(=O)c1cccc(S(=O)(=O)N(C)[C@@H](C(=O)OC)c2ccccc2)c1
 : -2.2, 2.6, i, -2.6, i, 4.2, -7.05*, i, i, i, -0.7
> CC(C)NCC(=O)Nc1c2c(nc3ccccc13)CCC2
 : 10.9, -0.9, i, -2.7, i, 2.1, i, i, i, i, 2.6
> COc1ccc(OC)c(C(O)c2coc3ccc(O)c(CN4CCOCC4)c23)c1 (configuration not stated)
 : -3.5, 4.6, i, -8.9, i, 2.0, i, i, i, i, 4.7
> Cc1nn(CC(=O)NNC(=O)c2cccc(Br)c2)c(C)c1[N+](=O)[O-]
 : 0.6, 2.6, i, -6.3, i, 2.0, i, i, i, i, -1.2
> Cc1cc(C(=O)OCC(=O)NCc2ccco2)c(C)n1-c1ccccc1
 : -1.4, -3.2, i, -8.9, i, -3.6, i, i, i, i, 3.6
> Cc1ccc(NC(=O)c2cccc(F)c2)cc1S(=O)(=O)N1CCCCCC1
 : -0.5, -2.9, i, -4.7, i, 6.0, i, i, i, i, 8.4
> Cc1ccc(S(=O)(=O)CC(=O)N2CCN(c3cccc(C(F)(F)F)c3)CC2)cc1
 : -1.7, 7.7, i, -13.2, i, -5.7, i, i, i, i, -1.9
> COCCN(C(=O)COC(=O)/C=C/c1cccs1)c1c(N)n(Cc2ccccc2)c(=O)[nH]c1=O
 : 2.8, 3.6, i, -12.9, i, 1.0, i, i, i, i, -4.5
> Cc1ccc2nc3c(cc(S(=O)(=O)c4ccccc4)c(=N)n3Cc3ccco3)c(=O)n2c1
 : 0.4, 1.6, i, -3.8, i, -0.1, i, i, i, i, 3.7
> Cc1cccc(NC2=CC(=O)OC(C)C2)c1 (configuration not stated)
 : 8.2, 5.9, i, -4.2, i, 4.8, i, i, i, i, 3.6
> COc1ccc(C)cc1NC(=S)NC(C)c1ccc(OC)c(OC)c1 (configuration not stated)
 : -1.6, 3.2, i, -16.4, i, -2.9, i, i, i, i, 2.7
> Cc1nn(C)cc1S(=O)(=O)Nc1ccc(C(F)(F)F)cc1
 : 1.0, -7.5, i, -8.1, i, 2.6, i, i, i, i, 0.8
> C=C(C)COc1ccc(-c2[nH]ncc2-c2ccc(Br)cc2)c(O)c1
 : -0.5, 1.9, i, -11.1, i, 4.5, i, i, i, i, 14.6
> Fc1ccccc1N1CCN(Cc2cnc(Cl)s2)CC1
 : -1.2, -1.0, i, -16.3, i, 0.6, i, i, i, i, 3.3
> O=[N+]([O-])c1cc(CS(=O)(=O)Oc2ccc(Cl)cc2)c(O)c([N+](=O)[O-])c1
 : -7.7, 1.5, i, -3.6, i, -0.7, i, i, i, i, 5.0
> CC(OC(=O)C1=Cc2ccccc2OC1)C(=O)NC(C)(C)C (configuration not stated)
 : 2.0, -0.4, i, 1.1, i, -2.6, i, i, i, i, 10.0
> COc1ccc(NC(=O)CN2CCC(C)CC2)c([N+](=O)[O-])c1
 : -1.1, 2.6, i, 2.2, i, 5.0, i, i, i, i, 2.6
> NC(=NCCc1ccc(Cl)cc1)NS(=O)(=O)c1ccccc1
 : -2.6, -1.3, i, -10.9, i, 2.4, i, i, i, i, 2.6
> Cn1cccc1/C=N\NC(=O)c1cncc(Br)c1
 : -1.2, 2.6, i, -10.1, i, ·, i, i, i, i, -5.3
> CCCCCCCCN1[C@@H](CC(=O)OCC)c2cc(C(F)(F)F)ccc2S1(=O)=O
 : -3.7, -3.5, i, -6.7, i, -3.2, i, i, i, i, ?
> CC(=O)N1c2ccccc2CCc2ccc(N)cc21
 : 0.8, 2.2, i, 1.8, i, -2.7, i, i, i, i, -0.5
> O=C(Nc1ccc2snnc2c1)N1CCN(c2ccccc2)CC1
 : 0.7, 0.1, i, -9.1, i, 5.0, i, i, i, i, 0.7
> COc1ccc(NC(=O)Nc2ccccc2C(N)=O)cc1OC
 : -3.1, -1.1, i, -5.1, i, 1.2, i, ·, i, i, 3.1

Two consecutive entries already listed, quoted:
Screens in order – GSK3A inh, GSK3beta inhib, RGS4 act, hERG protect, KCNK3 inh, DYRK1A inh, KCNK9 block, PolyA inh, KCNQ1 pot, KCNQ1 inh, HDAC3 inhib
> CC(=O)N1c2ccccc2CCc2ccc(N)cc21
 : 0.8, 2.2, i, 1.8, i, -2.7, i, i, i, i, -0.5
> O=C(Nc1ccc2snnc2c1)N1CCN(c2ccccc2)CC1
 : 0.7, 0.1, i, -9.1, i, 5.0, i, i, i, i, 0.7

A portion of the library. The share of hits here may be higher or lower than overall.
